# Screening results as filed in PubChem.
# ADAM10 inh: human ADAM10 inhibitors, primary screen, biochemical, QFRET, HTS; Disintegrin and metalloproteinase domain-containing protein 10 (Homo sapiens), O14672; recombinant ADAM10, EDANS/DABCYL FRET peptide cleavage, 3 h; inhibition, % at 7 µM; actives 0.62% (n = 370,000);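 active = inhibition above a per-campaign cutoff equal to the mean of compounds falling between control-based bounds plus 3 SD, cut at about 20% in these data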;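 note: 0% = DMSO wells while the 100% control is not disclosed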
# DDE Tn7 FP inh: inhibitors of Tn7 peptide binding to fibrin DD(E), primary screen, biochemical, fluorescence polarization, human fibrin, Tn7 probe; Fibrinogen beta chain (Homo sapiens), P02675; FP displacement of FITC-Tn7 peptide from fibrin DD(E); 0% = median of compound wells per plate; inhibition, % at 8.3 µM; actives 0.13% (n = 370,000);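 active = inhibition above the mean of compounds falling within the control limits plus 3 SD of them, cut at about 14% in these data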;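 note: 0% = plate median of compound wells and 100% = 10 µM Aha-Tn7 peptide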
#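 Test system – human fibrin DD(E) · Times – 10 min preincubation, 3 h with tracer, room temperature · Detection – fluorescence polarization of the labelled Tn7 tracer · Measure – percent inhibition normalized to high-control wells · Benchmarks – high control wells with 10 µM unlabelled Aha-Tn7 peptide (full inhibition) · Repeats – singlicate testing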
# TDP2 inh: human TDP2 enzyme inhibitors, primary screen, biochemical, epi absorbance, recombinant enzyme; AID 720702, 2013; actives 0.34% (n = 370,000); T5PNP hydrolysis, p-nitrophenol absorbance 415 nm; Tyrosyl-DNA phosphodiesterase 2 (Homo sapiens), O95551; inhibition, % at 12.8 µM;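 active = inhibition above the mean of all tested compounds plus 3 SD, set per campaign, cut at about 25% in these data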;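 note: 0% = DMSO with enzyme and 100% = buffer with substrate but no TDP2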
# Target sequence (O95551 whole entry, looked up): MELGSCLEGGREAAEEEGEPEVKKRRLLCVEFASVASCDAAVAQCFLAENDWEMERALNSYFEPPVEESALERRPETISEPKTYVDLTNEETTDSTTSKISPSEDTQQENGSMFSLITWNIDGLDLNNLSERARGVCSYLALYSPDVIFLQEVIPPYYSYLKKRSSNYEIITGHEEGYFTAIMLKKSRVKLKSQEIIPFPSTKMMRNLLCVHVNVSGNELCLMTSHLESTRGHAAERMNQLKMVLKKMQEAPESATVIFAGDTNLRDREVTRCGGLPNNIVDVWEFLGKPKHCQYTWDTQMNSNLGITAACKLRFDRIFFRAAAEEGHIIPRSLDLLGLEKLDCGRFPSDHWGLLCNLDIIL
#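 Test system: Human TDP2 enzyme | Reagent: 5 mM T5PNP | Compound dosing: 12.8 µM single point, 1% DMSO | Incubation: Enzyme reaction with compound for 2 h at 37 °C | Technique: p-Nitrophenol epi absorbance | Read-out: % inhibition relative to enzyme-containing and enzyme-free wells | Benchmarks: High control without enzyme, low control DMSO plus TDP2 | Replicates: Singlicate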
# LEDGF integ inh: blockers of LEDGF/p75-dependent integrase strand transfer – biochemical, TR-FRET, high throughput, primary screen | HIV-1 integrase (with human LEDGF/p75) | TR-FRET IN-LEDGF/p75 DNA integration, Eu/Cy5 | inhibition, % at 3.7 µM | actives 0.64% (n = 370,000);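 active = inhibition above the screen-wide mean plus 3 SD, cut at about 13% in these data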;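 note: signal is the Cy5 over europium emission ratio at 671 and 618 nm; 0% = plate median of compound wells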
# ASAP1 GAP inh: inhibitors of human ASAP1 ArfGAP activity, primary screen, biochemical, fluorescence polarization; inhibition, % at 16.5 µM; ASAP1-stimulated ARF1 GTP hydrolysis, GDP FP detection; Arf-GAP with SH3 domain, ANK repeat and PH domain-containing protein 1 (Homo sapiens), …; actives 0.19% (n = 360,000); in the data active = inhibition above about 25%;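 note: 0% = vehicle with enzyme and substrate and 100% = no enzyme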
# KLK7 zymogen act: proKLK7 zymogen activators, primary screen, biochemical, fluorescence intensity; actives 0.9% (n = 370,000); purified proKLK7, EDANS-DABCYL substrate fluorescence; 100% is mature enzyme control, 0% vehicle; activation, % at 7 µM; Kallikrein-7 (Homo sapiens), P49862; AID 652039, 2013;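 active = activation above the mean of all tested compounds plus 3 SD, computed per campaign excluding outliers beyond control limits, cut at about 13% in these data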
# Target sequence (P49862 whole entry, looked up): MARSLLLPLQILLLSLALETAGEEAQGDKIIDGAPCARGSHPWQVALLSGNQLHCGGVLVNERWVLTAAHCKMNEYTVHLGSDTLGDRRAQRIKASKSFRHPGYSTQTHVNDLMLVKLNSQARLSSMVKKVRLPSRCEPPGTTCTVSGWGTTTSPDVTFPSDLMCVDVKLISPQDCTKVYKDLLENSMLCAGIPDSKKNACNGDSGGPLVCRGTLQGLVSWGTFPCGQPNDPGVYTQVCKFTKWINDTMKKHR
# DDE Tn6 FP inh: inhibitors of Tn6 peptide binding to fibrin DD(E), primary screen, biochemical, fluorescence polarization, human fibrin, Tn6 probe | Fibrinogen beta chain (Homo sapiens), P02675 | Fibrin DD(E) TRITC-Tn6 fluorescence polarization displacement | inhibition, % at 8.3 µM | actives 0.21% (n = 370,000) | AID 720509, 2013;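 active = inhibition above a per-campaign cutoff: mean of compounds within control limits plus 3 SD, cut at about 15% in these data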;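 note: 0% = median of all compound wells on the plate and 100% = blocking peptide control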
# ARFGAP1 inhibitor: inhibitors of rat ARFGAP1 GAP activity, primary screen, biochemical, fluorescence polarization, GDP tracer; ADP-ribosylation factor GTPase-activating protein 1 (Rattus norvegicus), Q62848; actives 0.26% (n = 360,000); inhibition, % at 16.5 µM; Arfgap1-stimulated ARF1 GTP hydrolysis, GDP FP detection; AID 651572, 2012;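 active = inhibition above a per-plate limit, mean inhibition of low control wells plus 3 SD, cut at about 25% in these data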;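 note: 0% = DMSO wells with enzyme and 100% = wells lacking Arfgap1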
# Target sequence (Q62848 1-136 limits assumed): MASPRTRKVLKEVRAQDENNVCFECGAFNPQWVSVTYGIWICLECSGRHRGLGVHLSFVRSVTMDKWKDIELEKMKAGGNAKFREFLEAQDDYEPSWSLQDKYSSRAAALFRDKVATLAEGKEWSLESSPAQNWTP
#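 material = rat Arfgap1 catalytic domain, aa 1-136 | also added = human ARF1(Δ1-17)-GTP substrate | compound dosing = one concentration, 16.5 µM, DMSO 1.26% | times = GTP hydrolysis reaction 2 h at 25 °C | measured by = FP, GDP Alexa 633 tracer displaced from anti-GDP antibody, 620/688 nm | evaluation = percent inhibition of Arfgap1-stimulated GTP hydrolysis | replication = single well per compound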
# ADAM17 inh: ADAM17 inhibitors, primary screen, biochemical, QFRET. Disintegrin and metalloproteinase domain-containing protein 17 (Homo sapiens), P78536. recombinant ADAM17, EDANS/DABCYL FRET peptide cleavage. inhibition, % at 6.95 µM. actives 0.83% (n = 370,000). AID 720648, 2013;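 active = inhibition above the mean of compounds lying between control limits plus 3 SD, set per campaign, cut at about 8.5% in these data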;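 note: 0% = DMSO-only wells as the low control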
# PLC-gamma1 inh: PLC-gamma1 enzyme inhibitors, primary screen, biochemical, fluorescence, purified enzyme | 1-phosphatidylinositol 4,5-bisphosphate phosphodiesterase gamma-1 (Homo sapiens), P19174 | fluorogenic substrate | inhibition, % at 12.2 µM | actives 0.84% (n = 370,000) | AID 720700, 2013; in the data active = inhibition above about 9.5%
# * marks the source's active call; other numbers are inactive results; x = no result given.
SMILES,ADAM10 inh,DDE Tn7 FP inh,TDP2 inh,LEDGF integ inh,ASAP1 GAP inh,KLK7 zymogen act,DDE Tn6 FP inh,ARFGAP1 inhibitor,ADAM17 inh,PLC-gamma1 inh
O=C(CN1C(=O)C2CC=CCC2C1=O)Nc1nc2ccccc2s1 (stereo unspecified),0,2,10,-2,-1,-0.4,0,2,3,-1
c1ccc(COc2ccc(-c3cc4nc(NCCCn5ccnc5)ccn4n3)cc2)cc1,-89,7,0,7,1,-6.2,-7,-10,-33,-77
Cc1ccc(NC(=O)Cn2nnc(-c3ccccc3F)n2)cc1C,-8,-4,-1,-3,x,0.1,-6,x,-1,1
CCOc1ccc2nc(SC(CC)C(=O)Nc3cc(C)on3)sc2c1 (stereo unspecified),7,3,-1,1,-7,-0.3,-5,6,-3,2
COc1ccc(CCNC(=O)c2cc3sccc3n2C)cc1OC,-8,-9,-2,1,-4,-0.3,-4,-3,-1,-1
NS(=O)(=O)c1ccc(NC(=S)NC2CCCC2)cc1,-1,-3,4,-4,-2,0.3,-7,-6,1,-1
O=C(Cn1cnc2c(nnn2Cc2ccc(Cl)cc2)c1=O)c1ccccc1,-2,3,-5,-2,4,-0.1,0,2,-1,1
CC1CC(C)CN(S(=O)(=O)c2ccc(NC(=O)[C@@H]3CCCN3C(=O)c3cccs3)cc2)C1 (stereo partly specified),-15,0,1,1,-7,-0.3,-5,-7,-2,-1
O=C(CN1C(=O)c2ccccc2S1(=O)=O)Nc1ccc(S(=O)(=O)N2CCCC2)cc1,3,2,-13,-6,12,0.4,3,6,5,-2
COc1cccc(NC(=O)C2(C)CCN2Cc2ccc(-c3ccccc3)o2)c1 (stereo unspecified),4,-3,1,2,6,0.6,0,-2,1,0
CCn1c(=O)cc(OCC(=O)NCc2cccs2)c2ccccc21,-9,7,-2,-4,1,-0.3,4,2,-3,-3
COc1ccccc1NC(=O)CC1S/C(=N/N=C2\CCCc3ccccc32)NC1=O (stereo unspecified),10,-3,-3,2,0,0.2,0,4,5,4
COC(C[C@@H]1O[C@@H]1[C@@H](O)[C@H](C)OCc1ccccc1)OC,8,-3,-1,2,11,0.1,1,4,1,1
Cc1nc(Nc2ccc(Cl)cc2Cl)sc1C(=O)Nc1ccccc1,-2,2,3,0,4,-0.3,0,23,1,-7
CC(=O)c1ccc(NC(=O)CN2c3cccc4cccc(c34)S2(=O)=O)cc1,-255,4,3,1,3,-1.3,-5,-8,-69,-193
COc1cccc(N/C(=N/C(=S)Nc2ccc(C)cc2C)Nc2nc(C)cc(C)n2)c1,4,1,-15,0,-17,0.1,7,2,1,3
CCN(CC)CCSc1nnc2c3ccccc3n(CCc3ccccc3)c2n1,-9,7,-4,-4,13,0.2,4,2,-4,-11
COc1ccc2sc(-c3ccccc3OC)c(-c3ccc(OCCN(C)C)cc3)c2c1,-11,-6,-3,-2,-6,-1.0,-3,6,5,1
Cc1ccc(NC(CNS(=O)(=O)c2ccc(Cl)cc2)c2ccccc2)cc1 (stereo unspecified),15,-6,-16,0,1,-0.2,-14,8,13*,5
COc1ccc(C2SCC(=O)N2c2ccccc2)cc1 (stereo unspecified),-2,-2,-5,-1,-9,-0.7,-3,24,-3,0
CC(C)(C)c1ccc(OCc2ccc(C(=O)NCc3cccnc3)o2)cc1,6,-2,-6,-2,-3,-0.5,9,0,2,1
Cc1cc(C)c2cc(CN(CCCN(C)C)C(=S)NCc3ccccc3)c(=O)[nH]c2c1,-12,-3,8,-3,1,0.2,0,-7,-7,-1
Cc1cccc2cc(CN(CC3CCCO3)C(=O)c3cnccn3)c(=O)[nH]c12 (stereo unspecified),-2,2,-4,-1,-2,-0.5,0,0,-4,2
O=C(NC1CCCC1)c1ccc(Cn2c(=O)[nH]c3ccsc3c2=O)cc1,0,-4,13,1,-6,0.0,7,-2,-5,0
O=C(CN1CCc2onc(-c3ccc(-n4cc(-c5ccccc5)nn4)cc3)c2C1=O)N1CCOCC1,-2,5,11,-4,x,-0.2,1,x,-3,-2

# (further entries)
SMILES,ADAM10 inh,DDE Tn7 FP inh,TDP2 inh,LEDGF integ inh,ASAP1 GAP inh,KLK7 zymogen act,DDE Tn6 FP inh,ARFGAP1 inhibitor,ADAM17 inh,PLC-gamma1 inh
O=C(c1cccs1)n1ccc2ccc(-c3ccc4ccn(Cc5ccccc5)c4c3)cc21,-30,4,-3,-5,x,-1.1,1,x,-11,-123
O=C(NNC(=O)c1ccccc1Cl)c1cccnc1,9,1,10,1,6,-0.4,-1,-4,1,2
COC(=O)C(O)(CC(=O)c1ccc(OC)cc1)C(F)(F)F (stereo unspecified),-6,5,2,1,-7,0.4,-1,10,-3,2
Cc1cccc(C)c1NC(=O)CN(Cc1ccccc1)Cc1ccccc1,-12,-1,-3,-5,-11,0.1,2,16,-1,1
O=C(c1ccc([N+](=O)[O-])cc1)N1CCN(Cc2ccccc2[N+](=O)[O-])CC1,0,2,4,-4,13,0.4,1,-6,0,1
CN(C)c1cccc2cccc(N(C)C)c12,-22,6,-8,-5,4,0.2,-4,4,-9,-6
CN(C)c1cccc(CNC(=O)c2csc([C@@H]3C[C@H](O)[C@@H](CO)O3)n2)c1,-3,4,1,1,8,0.1,-4,4,2,4
COc1ccc(-n2cc(-c3ccccc3)c3c(N4CC(C)OC(C)C4)ncnc32)cc1 (stereo unspecified),-6,0,2,0,1,-0.5,3,7,-2,-13
CCn1cc(C(=O)N[C@H](C(=O)NCCCn2ccnc2)C(C)C)c(=O)c2cc3c(cc21)OCO3,-33,10,10,2,-9,0.3,1,5,-15,-11
O=C(Cn1nc2n(c1=O)-c1ccccc1SC2)N/N=C/c1cccnc1,5,-1,-2,5,4,0.7,4,-2,-1,3
CC(=O)N1N=C(c2cccc([N+](=O)[O-])c2)OC1c1ccc(Br)cc1 (stereo unspecified),-3,-3,10,0,-3,0.4,-5,3,-2,1
Cc1ccc(S(=O)(=O)N(C)c2ccc(C(=O)N(C)Cc3nc4ccccc4c(=O)[nH]3)cc2)cc1,-9,-1,6,-1,-1,0.2,3,-7,2,2
CCOC(=O)Cn1nnc(-c2ccc(S(C)(=O)=O)cc2)n1,4,-3,-4,3,-7,-5.8,2,-2,-1,2
O=C(Cn1cnc2c(NCc3ccccc3)ncnc21)NCc1ccc2c(c1)OCO2,-12,-1,1,-2,-5,-0.8,-9,-5,0,0
Cc1ccc(NS(=O)(=O)c2c(C(=O)N3CCCC3)c(C)n(C)c2C)cc1,-3,-12,3,0,0,0.6,-2,-2,-1,2
CCCn1c(C)nc2c(c1=O)c1nc3ccccc3nc1n2-c1ccccc1,-19,7,-5,-2,1,0.1,-5,-2,-8,-6
COc1cccc(-n2c(-c3ccccc3)c[nH]c2=S)c1,-1,-1,7,0,-1,0.3,4,14,0,0
O=C(CN1CCN(S(=O)(=O)c2ccccc2)CC1)Nc1ccc(Cl)c(Cl)c1,0,2,-7,-1,-3,0.4,1,11,1,0
Cc1ccc(NC(=S)N2CCCC2)cc1,-8,-2,-14,-3,-1,0.1,-5,5,-5,2
COc1ccc(OCC(=O)NC2CCCN(Cc3ccc(Cl)cc3)C2)cc1 (stereo unspecified),6,-9,-12,0,-2,0.5,-3,-4,5,1
Cc1cc(=O)[nH]c(N2CCN(C(c3ccccc3)c3ccccc3)CC2)n1,3,-9,-12,-3,7,-0.5,3,1,-1,2
Cc1ccc(Sc2sc(=O)n(C)c2S(=O)(=O)c2ccc(C)cc2)cc1,-13,-3,0,2,-1,0.3,-4,-6,-6,0
O=C(Nc1nncs1)C1(c2ccccc2)CCCC1,13,1,2,-1,2,-0.5,-4,3,-2,2

# Arranged by molecular weight (lowest first): 7 of the compounds above.
SMILES,ADAM10 inh,DDE Tn7 FP inh,TDP2 inh,LEDGF integ inh,ASAP1 GAP inh,KLK7 zymogen act,DDE Tn6 FP inh,ARFGAP1 inhibitor,ADAM17 inh,PLC-gamma1 inh
O=C(Nc1nncs1)C1(c2ccccc2)CCCC1,13,1,2,-1,2,-0.5,-4,3,-2,2
O=C(NNC(=O)c1ccccc1Cl)c1cccnc1,9,1,10,1,6,-0.4,-1,-4,1,2
Cc1ccc(NS(=O)(=O)c2c(C(=O)N3CCCC3)c(C)n(C)c2C)cc1,-3,-12,3,0,0,0.6,-2,-2,-1,2
CN(C)c1cccc(CNC(=O)c2csc([C@@H]3C[C@H](O)[C@@H](CO)O3)n2)c1,-3,4,1,1,8,0.1,-4,4,2,4
COc1ccc(OCC(=O)NC2CCCN(Cc3ccc(Cl)cc3)C2)cc1 (stereo unspecified),6,-9,-12,0,-2,0.5,-3,-4,5,1
CCn1cc(C(=O)N[C@H](C(=O)NCCCn2ccnc2)C(C)C)c(=O)c2cc3c(cc21)OCO3,-33,10,10,2,-9,0.3,1,5,-15,-11
Cc1ccc(S(=O)(=O)N(C)c2ccc(C(=O)N(C)Cc3nc4ccccc4c(=O)[nH]3)cc2)cc1,-9,-1,6,-1,-1,0.2,3,-7,2,2

# Complete entries from above. Values in the order: ADAM10 inh, DDE Tn7 FP inh, TDP2 inh, LEDGF integ inh, ASAP1 GAP inh, KLK7 zymogen act, DDE Tn6 FP inh, ARFGAP1 inhibitor, ADAM17 inh, PLC-gamma1 inh
# `COc1ccc(OCC(=O)NC2CCCN(Cc3ccc(Cl)cc3)C2)cc1` (stereo unspecified) across the screens: 6, -9, -12, 0, -2, 0.5, -3, -4, 5, 1
# `CC(=O)N1N=C(c2cccc([N+](=O)[O-])c2)OC1c1ccc(Br)cc1` (stereo unspecified) across the screens: -3, -3, 10, 0, -3, 0.4, -5, 3, -2, 1
